D3 antag: antagonists of human D3 dopamine receptor | hit rate 2.5% among 360,000 | max response, negative = inhibition, % | AID 652054 | D3R cells, DiscoveRx beta-arrestin luminescence, antagonist mode; stronger effect = lower value; in the data active = max response below about -50%; inconclusive = no clear call, values can overlap the other calls; note: % is set by controls: 0 for no effect and ±100 for the full control effect; mostly tested at two doses, the higher about 12 µM
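Cells expressing the human receptor were seeded at 1500 cells/well, incubated overnight at 37 degrees C in 5% CO2, then exposed to library compounds with dopamine controls for 90 minutes at 37 degrees C before luminescent detection.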
WRN helicase inh: blocks human WRN helicase | Potency, µM (doses to about 114 µM), inactives show at the top dose activity change, negative = inhibition, usual class: inhibitors | AID 651768 | hit rate 0.46% among 360,000 | WRN helicase unwinding, fluorescent forked duplex, kinetic; note: potency is the fitted concentration of half-maximal effect; % is set by controls: 0 for no effect and ±100 for the full control effect; nearly all actives have a fitted effect of over 55% in size
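Enzyme (20 nM final) and test compound sit together 15 min at room temperature before substrate addition. Substrate is a single-forked duplex oligonucleotide (100 nM) labelled with fluorophore and quencher, with 2 mM ATP; helicase unwinding raises red fluorescence, read kinetically.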
GLP-1R inv ag: inverse agonists of human GLP-1 receptor; P43220; HEK293 GLP-1R CRE-luciferase, luminescence, 24 h; GLP-1R form is constitutively active; Potency, µM (doses to about 38.3 µM), without a hit: top-dose activity change, negative = inhibition, actives largely listed as inhibitors; hit rate 1.6% among 410,000; note: potency is the fitted concentration of half-maximal effect; % is set by controls: 0 for no effect and ±100 for the full control effect; nearly all actives have a fitted effect of over 55% in size
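Constitutively active GLP-1R drives a cAMP-responsive luciferase in stably transfected HEK293 cells; test compounds are added after overnight (12 h) attachment and left 24 hr, and signal loss in luminescence marks inhibition.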
DRD3 agonist: agonists of human D3 dopamine receptor; D3R DiscoveRx beta-arrestin cells, luminescence, 90 min; max activation, %; hit rate 0.58% among 410,000; AID 652048; in the data active = max activation above about 30%; note: 0% is about no effect; mostly tested at two doses, the higher about 12 µM
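Agonist-mode cell screen: cells plated at 1500/well and incubated overnight at 37 °C, then exposed to library compounds for 90 min at 37 °C. Detection reagent was added for 30–60 min at room temperature, and luminescence was read.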
GLP1R ag: GLP-1 receptor (human) agonism | P43220 | HEK293 GLP-1R CRE-luciferase, luminescence, 4-6 h; cells express a hypersensitive GLP-1R form | Potency, µM (top dose mostly 45.6 µM), for inactives: top-dose activation, actives largely listed as activators | hit rate 0.007% among 380,000 | AID 624172; note: potency is the fitted concentration of half-maximal effect; % of control where 0% means no effect
IL-2 act: IL-2 activation. activation, % (series mostly up to about 46 µM). hit rate 0.065% among 360,000. IL-2 activation reporter assay, cell-based qHTS; stimulated with anti-CD3/CD4/CD28 beads; in transgenic mouse T cells; in the data active = activation above about 50%; inconclusive = mostly about 30% to 49%; note: 0% is about no effect
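First, unstimulated transgenic mouse T cells were exposed to compound for 60 min. Next, anti-CD3/anti-CD4-coated beads with anti-CD28 were added. Finally, after 18 h at 37 degrees C, EGFP and DsRed were imaged.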
PI5P4K alpha inh: blocks human PI5P4K alpha kinase activity; PI5P4Kalpha enzyme, ADP-Glo luminescence, 60 min; stronger effect = lower value; max response, %; hit rate 1.2% among 330,000; AID 652105; active = max response of -50% or lower; inconclusive = between -30% and -50%; inactive = -30% or higher; note: value at the top dose of about 77 µM; % is set by controls: 0 for no effect and ±100 for the full control effect
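PI5P4Kalpha ADP-Glo assay; 5 microM ATP final; 60 min RT reaction; HEPES pH 7.4/EGTA/CHAPS, 5% DMSO; controls lacking substrate or enzyme; luminescent end-point.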
GLP1R cytotox: cytotoxicity counter-screen for GLP-1 receptor inverse agonists; AID 624418; HEK293 cAMP-luciferase reporter cells, luminescence, 24 h; hit rate 0.13% among 410,000; Potency, µM (titrated, usually from 38.3 µM), inactives show at the highest dose activity change, negative = inhibition, most hits filed as inhibitors;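 note: loss of luciferase light is scored as toxicity; potency is the fitted concentration of half-maximal effect; % is set by controls: 0 for no effect and ±100 for the full control effect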
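MLSMR compounds, 24 hr on cells at 37 deg C/5% CO2; luminescence after luciferase reagent (12 min RT). Inhibition counted as the undesired cytotoxic outcome.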
PLK1 PBD block: inhibitors of human PLK1 polo-box domain binding; P53350; Potency, µM, for inactives: max response, negative = inhibition, most hits filed as inhibitors; AID 720504; Plk1 PBD binding of FITC phosphopeptide, fluorescence polarization; hit rate 2.8% among 360,000; note: potency is the fitted concentration of half-maximal effect; series mostly up to about 57 µM; % is set by controls: 0 for no effect and ±100 for the full control effect; nearly all actives have a fitted effect of over 65% in size
* = called active by the depositor; ? = inconclusive; / = no result given; [ ] = remark or other dose. Unless noted, calls come from the whole dose curve; as a rule, active = well fitted curve in the direction sought with a large enough effect; inconclusive = small, poorly fitted or top-dose-only effect, or another doubt; inactive = no such curve, though single readings can be large; an effect the other way counts as inactive or inconclusive.

SMILES | D3 antag | WRN helicase inh | GLP-1R inv ag | DRD3 agonist | GLP1R ag | IL-2 act | PI5P4K alpha inh | GLP1R cytotox | PLK1 PBD block
Cc1cn([C@@H](CCCCNC(=O)OC(C)(C)C)C(=O)NCCCCCCCCCCC(=O)N2CCN(C(=O)OC(C)(C)C)CC2)nn1 | 89 | -5% | ? | 66* | -24% | -0.5 | -11 | ? | -5%
CCOc1ccccc1NC(=O)COC(=O)c1ccc2ccccc2n1 | -10 | -4% | 8% | 3 | -6% | 0.9 | 0 | 5% | -19%
CCCC(C)C(=O)Nc1nnc(CCc2ccccc2)s1 (stereo not drawn) | 0 | -13% | ? | 30 | ? | 0.0 | -1 | -14% | -10%
CN(C)S(=O)(=O)c1ccc(NC(=O)c2c(F)cccc2Cl)cc1 | 9 | -5% | -8% | 2 | -10% | -2.3 | 0 | -17% | 1%
Brc1cc2c(cc1CN1CCc3ccccc3C1)OCO2 | -19 | 2% | ? | -2 | 3% | -1.8 | 7 | 2% | 0%
Cc1nnc2sc(-c3ccncc3)nn12 | 12 | -6% | -7% | 8 | 5% | 6.3 | 1 | -1% | 0%
CCC(=O)Nc1ccc(C(=O)NNC(=O)c2ccccc2)cc1 | -8 | 5% | 12% | 5 | 5% | 0.4 | -4 | 4% | -9%
C[C@]12CCC(=O)C=C1CC[C@@H]1[C@@H]2CC[C@@]2(C)[C@H]1CC[C@@]21CCC(=O)O1 | -3 | 2% | 20% | 5 | 8% | 0.0 | 3 | 3% | -23%
Cc1nc2ccccc2n1S(=O)(=O)c1ccc(Br)cc1 | -17 | 11% | 26% | -13 | 0% | 0.1 | -1 | -1% | -7%
Cn1c(SCC(=O)c2ccc(F)cc2)nnc1-c1ccccc1Br | / | / | ? | 1 | -1% | / | / | -1% | /
CC(=O)c1ccc(C(=O)N2CCCC(CO)(Cc3ccccc3C)C2)s1 (stereo not drawn) | -14 | -1% | 9% | -6 | -1% | -1.0 | -2 | 16% | -3%
CCC(C)NC(=O)Cc1cn(C)c2ccccc12 (stereo not drawn) | 15 | 6% | 3% | -3 | -4% | 1.0 | / | 9% | -1%
C=CCSC(=C(C#N)C#N)c1cc2c([nH]1)CCCC2 | -26 | -21% | ? | -10 | -50%[inhibitor] | -0.5 | 4 | ? | -12%
CCc1nn2c(=O)c(S(=O)(=O)Nc3ccccc3)c(C)nc2s1 | 6 | 16% | 1% | -2 | 6% | 0.5 | 5 | -2% | -11%
Cc1ncc([N+](=O)[O-])n1Cc1ccc(Br)cc1 | 12 | 10% | -1% | -4 | 2% | 6.0 | -1 | 3% | 6%
CC(C)CC1Nc2ccc(C(=O)NCCCOC(C)C)cc2NC1=O (stereo not drawn) | / | / | -11% | 4 | 0% | / | / | -6% | /
S=C1NCCc2ccc(Cl)cc2C1c1ccccc1 (stereo not drawn) | -62* | -6% | 11µM* | -3 | -6% | 8.8 | 2 | ? | -8%
Cc1ccc2c(cnn2C(=O)CCCC(=O)NCc2ccc(F)cc2)c1 | -1 | 3% | -18% | -2 | 4% | -0.3 | -14 | -26% | -27%
N#CCC(N)=C(C#N)C#N | 3 | -14% | 18% | -10 | 8% | 1.8 | -76* | 20% | -16%
Cc1onc(-c2ccccc2)c1C(=O)N1CCN(c2ncccc2C(F)(F)F)CC1 | 7 | 6% | ? | 3 | 18% | 0.1 | -3 | 15% | 6%
CC(=O)c1ccc(NC(=O)Nc2ccc(NS(=O)(=O)c3ccc(C)cc3)cc2)cc1 | -7 | -21% | ? | -4 | -12% | -0.6 | -14 | -26% | 0%
CC(=O)NCCc1ccc(-c2csc(NC(=O)C3CC(=O)N(C4CCCC4)C3)n2)cc1 (stereo not drawn) | 0 | -7% | 14% | 5 | 2% | -0.6 | -1 | 0% | -2%
CN(C)CCCNS(=O)(=O)c1cc(Cl)ccc1Cl | 10 | 1% | 6% | -6 | -13% | -0.3 | / | -15% | -7%
CSc1ccccc1NC(=O)Nc1cccc(Cl)c1C | 6 | 0% | 2% | -1 | 5% | -1.5 | 6 | 7% | -13%
COc1cc(C(=O)NCc2ccc(S(N)(=O)=O)cc2)ccc1OCC(=O)Nc1cccc(C(F)(F)F)c1 | 9 | -4%[11.6 µM] | 51%[activator] | 0 | 0% | 0.8 | 1 | -1% | -4%
Cc1c(C(=O)N(C)Cc2cccc(F)c2)oc2c(Cl)cccc12 | 8 | -7% | ? | 1 | 26% | -0.8 | 9 | -2% | -2%
COc1cc2cc(CCCOC(=O)c3ccc(C#N)cc3)oc(=O)c2cc1OC | 6 | 0% | 11% | 6 | 7% | -0.1 | 0 | -13% | -7%
Cc1cccc(C(=O)N=C2SC3CS(=O)(=O)CC3N2c2ccccc2)c1 (stereo not drawn) | -15 | 9% | 18% | -15 | 17% | -2.7 | 12 | -2% | -10%
Cc1ccn2cc(CNS(=O)(=O)c3ccc4c(c3)OCCO4)nc2c1 | -9 | 3% | -2% | 3 | 0% | -2.9 | -2 | 3% | -2%
O=C(Nc1ccc(S(=O)(=O)N2CCOCC2)cc1)c1ccccc1Br | -20 | 4% | 25% | -3 | -3% | 0.2 | 3 | 13% | -3%
CC(C)N1CCc2c(sc(NC(=O)c3ccco3)c2C(N)=O)C1 | -4 | 2% | 44%[activator] | 1 | -5% | 2.5 | -3 | -5% | -7%
COc1ccccc1CNC(=O)CSc1nc(=O)n(Cc2ccncc2)c2c1CCC2 | 12 | -5% | -10% | 0 | 7% | 1.4 | 0 | -14% | -4%
COc1cc(NC(=O)C2CCCN(S(=O)(=O)c3ccc4c(c3)CCCC(=O)N4)C2)cc(OC)c1 (stereo not drawn) | / | / | -3% | 6 | 10% | / | / | 1% | /
C/C(Cc1ccccc1)=N\NC(=O)CNC(=O)c1ccc(Cl)cc1 | 1 | -5% | 1% | 4 | 3% | -3.4 | 0 | 17% | 6%
Cc1n[nH]c(C)c1S(=O)(=O)N1CCC(C(=O)Nc2cccc(F)c2)CC1 | -13 | -6% | 21% | 4 | 8% | -2.8 | 9 | -6% | -1%
CCCCC(=O)Nc1nnc(SCC(=O)N2CCN(c3ccccc3OC)CC2)s1 | -15 | -9% | 11% | -6 | -10% | 0.8 | 0 | -9% | -12%
O=C(CSc1nnc(-c2ccc(O)cc2)o1)Nc1cccc(O)c1 | -5 | -9%[57.1 µM] | -8% | 13 | 13% | -0.3 | -4 | 2% | 0%
O=C(CCc1nnc(Cc2ccc(-c3ccccc3)cc2)o1)NCCc1ccccn1 | 6 | 3% | -12% | -2 | 7% | -3.6 | -3 | -5% | -13%
O=C(c1ccccc1)c1ccc2ccccc2n1 | 21 | -18% | ? | 11 | 26% | 1.6 | 6 | -1% | -4%
Cc1ccc(NC(=O)CC(=O)Nc2ccc(C)c(C)c2)cc1C | 15 | 0%[11.6 µM] | -15% | -12 | 12% | -1.9 | 2 | 0% | -26%
COc1ccc(C(C)=O)cc1CSc1nc(C)cc(C)n1 | 3 | -8% | 2% | 11 | 10% | 6.9 | 3 | 0% | -4%
CC1CCN(C(=O)CCc2ccc(S(=O)(=O)NC(C)C)cc2)CC1 | -11 | -2%[57.1 µM] | 12% | -1 | 2% | -3.4 | / | 4% | -10%
CCN(CC)C(=O)c1cc2cc([N+](=O)[O-])ccc2s1 | -11 | 6% | 19% | -7 | 13% | -0.4 | -7 | 1% | -9%
CC(C)=CCc1cc(-c2oc3cc(O)cc(O)c3c(=O)c2O)ccc1O | -10 | -4%[11.6 µM] | 0% | -5 | -4% | 1.9 | -55* | 21% | -5%
COc1ccc(C(=O)OCC2CC(c3ccccc3)N(C)O2)cc1 (stereo not drawn) | 19 | 2% | 0% | 8 | -2% | -1.2 | / | 3% | -7%
Cc1ccc(CN2CCN(c3ccccc3)CC2)o1 | ? | 10% | -12% | -5 | 13% | -1.9 | -9 | -5% | 0%
Cc1ccc(NC(=O)c2nc[nH]c2C(=O)NCCCCCCNC(=O)c2[nH]cnc2C(=O)Nc2ccc(C)cc2)cc1 | -3 | 2% | 14% | 1 | 5% | -3.9 | 10 | -4% | -10%
COc1ccc(Cl)cc1NC(=O)CN(C)C(=O)c1cc2ccccc2cc1O | -14 | -13% | ? | -22 | -4% | -0.1 | 3 | 8% | -7%
CCOC(=O)N1CCN(CC(O)COc2c(C)cc(C)cc2C)CC1 (stereo not drawn) | -15 | 7% | -16% | 4 | -1% | -2.2 | 6 | 26% | -7%
CC(=O)N1c2ccc(S(=O)(=O)N3CCC(C(=O)Nc4cc(C)ccn4)CC3)cc2CC1C (stereo not drawn) | 2 | 1% | 14% | 3 | 2% | -1.3 | 0 | -2% | -12%
Cc1ccc(SCC(=O)NNC(=O)CCS(=O)(=O)c2ccccc2)cc1 | -11 | -17% | 2% | -11 | 5% | -4.1 | 2 | 12% | 2%
C/C(=N/OC(=O)c1ccc(F)cc1)c1ccc(C)cc1 | 5 | 2% | -9% | -7 | -11% | 0.0 | 2 | 9% | -7%
N#C/C(=C\c1cc([N+](=O)[O-])c(N2CCOCC2)cc1N1CCOCC1)c1nc2ccccc2[nH]1 | -79* | -14%[57.1 µM] | 35%[activator] | -2 | 5% | -2.1 | -10 | ? | 3%
COc1cccc(CN(C)C(=O)c2ccc(N3CCCC3)c([N+](=O)[O-])c2)c1 | -30 | 3% | ? | -4 | 7% | -3.9 | 1 | -9% | -10%
O=C(NCC1CC1)[C@@H]1C[C@H]1[C@@H](NP(=O)(c1ccccc1)c1ccccc1)c1ccccc1 | 10 | -8% | 5% | 3 | 14% | -1.9 | 1 | -4% | -3%
Cc1nonc1OCCNCc1c(C(=O)N(C)C)nc2ccc(Cl)cn12 | -10 | 2% | 10% | -16 | 7% | 3.5 | 2 | 5% | -9%
COC(=O)[C@H](C)NC(=O)Nc1cccc(Br)c1 | 0 | 12% | -8% | 84* | 12% | -0.4 | 0 | 16% | -18%

Screens as filed in PubChem BioAssay.
